Assay outcomes deposited in PubChem BioAssay by several laboratories.
WT yeast gro inh: growth inhibition of WT yeast, mitochondrial fusion screen | actives 2.1% (n = 190,000) | mitochondrial fusion phenotypic screen, WT strain | inhibition, % at 10 µM | AID 1362; in the data active = inhibition above about 58%; tested in S. cerevisiae
Hep lipid drop: hepatic lipid droplet formation modulation; AML12 mouse hepatocytes, oleate lipid droplets, BODIPY imaging; inhibition, % at 6.5 µM; actives 0.4% (n = 240,000); AID 1656;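 active = lipid droplet intensity inhibited by at least 50%, with more than 500 cells counted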
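Assay system: AML12 hepatocytes (mouse) / Also added: 100 µM oleic acid challenge / Times: overnight treatment with compound plus oleate / Detection: high-content imaging of BODIPY-stained droplets and DAPI nuclei / Evaluation: % inhibition of lipid droplet signal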
Dynein transport: dynein cargo transport inhibition; 3617.4 mouse cells, GR-EGFP nuclear translocation imaging; test concentration mostly 20 µM; stimulated with dexamethasone, 1 µM; active compounds read low; z-score, hits read low; actives 0.47% (n = 220,000); AID 1381;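 active = plate z-score of nuclear minus cytoplasmic receptor signal below a set negative limit, without overly bright fluorescence or cell loss, cut at about -3.5 in these data, passing the limit was not always enough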;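 also: z-score of nuclear minus cytoplasmic ring GR-EGFP intensity difference per well; some compounds called inactive have numbers as strong as hits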
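Buffer or medium: tet-free medium with charcoal-stripped serum / Also added: dexamethasone agonist, 1.0 µM final, for 30 min / Timing: induction 48 h, compound 1 h, agonist 30 min / Measured by: high-content fluorescence imaging after fixation / Read-out: nuclear-to-cytoplasmic GR-EGFP distribution per well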
b-catenin transl: modulators of beta-catenin nuclear translocation | HeLa beta-catenin nuclear translocation, immunofluorescence imaging | nuclear translocation activity, % at 5 µM | actives 0.3% (n = 190,000) | AID 1665;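 active = nuclear translocation activity above 50% at 5 µM, with a well cell count of 50 or more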;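 also: per-cell ratio of nuclear to cytoplasmic median beta-catenin stain intensity; plate controls were DMSO negative control for no effect and GSK-3 inhibitor IX positive control for full effect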
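Test system: human HeLa cell line; Doses: 5 µM primary, 0.02–20 µM confirmation; Incubation: 24 h compound exposure, 37°C; Detection: beta-catenin immunofluorescence imaging with DAPI; Read-out: beta-catenin nuclear/cytoplasmic ratio, % activation.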
XIAP antagonists: XIAP antagonists, biochemical, IAP family, fluorescence polarization (AID 1018); actives 0.007% (n = 200,000); XIAP BIR domain, fluorescence polarization peptide displacement; higher % means a stronger effect; one-dose displacement, % at 20 µM; IC50 in µM for titrated hits; in the data active = displacement above about 50%; also: a part of the inactive calls stands beside numbers as strong as those of hits
MT stabilizer: microtubule stabilization, imaging screen | HeLa tubulin immunostaining HCS, 24 h; share of cells brighter than vehicle mean+2SD | % tubulin-high responders, % at 10 µM | actives 0.83% (n = 200,000);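 active = plate Z-score above 3 for both tubulin-high and condensed-nucleus cell shares, with cell loss under 80%, at 10 µM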;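 also: anti alpha tubulin signal scored within the nucleus-defined area of each cell; some results filed as inactive read as strong as hits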
Autophagy HCS: alters autophagy in cells; MEF GFP-LC3 puncta imaging; test concentration mostly 10 µM; AID 463193; actives 0.98% (n = 190,000); calls only at 10 µM (by protocol);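 active = percentage of spot-positive cells more than 3 SD above its plate mean, without a fluorescence outlier flag or 80% toxicity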;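 also: spot-positive cell cutoff set from DMSO-treated cells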
Insulin prom up: MIN6 insulin promoter up-regulation | MIN6 insulin promoter-GFP reporter, high-content imaging; active compounds read high | z-score at 5 µM | actives 0.3% (n = 190,000) | AID 1625;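 active = z-score above 3 at 5 µM with at least 500 cells counted in the well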
CSM14.1 death rescue: rescue of cells from ER stress-induced death, primary screen, 384-well, CSM14.1, thapsigargin, ATP luminescence (AID 1222) | CSM14.1 thapsigargin-induced death rescue, ATP luminescence; higher % means a stronger effect | cellular ATP content (survival), % at 20 µM; hits with a dose series show EC50 in µM | 190,000 tested, under 10 active;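 active = EC50 below 50 µM in the dose-response confirmation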;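 also: death triggered by thapsigargin at about 15 µM added after 2 h compound pretreatment; cell ATP read after overnight thapsigargin exposure of roughly 18 to 22 hours; normalized against plate controls of thapsigargin alone and 5% DMSO vehicle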
WT yeast gro inh mutant strain: recorded beside WT yeast gro inh, whose call it bears; inhibition, %; mitochondrial fusion phenotypic screen, mutant strain inhibition
Dynein transport cytoplasmic EGFP: recorded beside Dynein transport, whose call it bears; z-score; measured here: cytoplasmic GR-EGFP intensity; active compounds read high
Dynein transport nuclear GR-EGFP: further read-out of Dynein transport, marked with its call; z-score; measured here: nuclear GR-EGFP intensity;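 lower value marks the stronger effect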
Dynein transport cell count: second read-out of Dynein transport, no call of its own (marks repeat the call); z-score; measured here: cell count per field
Insulin prom up cell count: second read-out of Insulin prom up, no call of its own (marks repeat the call); cell count; measured here: cytotoxicity, nuclei count;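 total cells summed across four imaged fields per well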
Hep lipid drop cells 6.5 µM: further read-out of Hep lipid drop, marked with its call; cell count; measured here: cell count, cytotoxicity flag;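 cells counted across two imaged fields per well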
b-catenin transl cell count 5 µM: also measured in b-catenin transl; calls as there; cell count; measured here: cell count, cytotoxicity flag
MT stabilizer Hoechst-high %: further read-out of MT stabilizer, marked with its call; % Hoechst-high responders; measured here: nuclear condensation Hoechst responders;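 share of cells brighter than vehicle mean plus two SD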
MT stabilizer cytotoxicity %: second read-out of MT stabilizer, no call of its own (marks repeat the call); toxicity, %; measured here: cytotoxicity by cell density;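 0% = mean cell density of plate MIN control wells and 100% = no cells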
Autophagy HCS cell loss 18 h: further read-out of Autophagy HCS, marked with its call; toxicity, %; measured here: cell loss, nuclei count;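 cell loss after 18 h compound exposure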
Active calls of the source: *; i = inactive; · = not tested or not shown.

canonical_smiles | WT yeast gro inh | Dynein transport cell count | MT stabilizer Hoechst-high % | Autophagy HCS | Insulin prom up cell count | XIAP antagonists | CSM14.1 death rescue | Dynein transport nuclear GR-EGFP | Hep lipid drop | Autophagy HCS cell loss 18 h | MT stabilizer | b-catenin transl cell count 5 µM | Insulin prom up | MT stabilizer cytotoxicity % | Dynein transport | Hep lipid drop cells 6.5 µM | Dynein transport cytoplasmic EGFP | WT yeast gro inh mutant strain | b-catenin transl
O=C(O)c1cc(Cl)c(Cl)cc1C(=O)Nc1cccc2ncccc12 | -9 | 0.72 | 3.4 | i | 1464 | -12% | 2.3% | 0.25 | -18 | -2 | 6.5 | 1057 | 0.26 | 7.8 | -0.3 | 563 | -0.18 | 2 | -1.1
O=C(NCc1ccc(Cl)cc1)c1ccc(Br)o1 | 7 | 0.62 | 1.5 | i | 934 | -3.9% | -2.0% | -0.35 | -4 | 0 | 2.0 | 1242 | -0.31 | 5.9 | -0.99 | 763 | -0.23 | 12 | -3.5
CCc1[nH]c(=S)c(C#N)c2c1CCCC2 | -4 | 0.33 | 1.8 | i | 1172 | -6.0% | -2.3% | 0.37 | 8 | 10 | 2.9 | 568 | -0.02 | 5.5 | -0.79 | 711 | -0.27 | -12 | -1.3
CC1=C(C(=O)OC(C)C)C(c2ccccn2)n2ncnc2N1 (stereo not drawn) | 5 | -0.41 | 1.2 | · | · | -2.8% | · | 0.92 | 6 | · | 6.7 | 1093 | · | 6.6 | 0.95 | 676 | -0.2 | -8 | -2.2
NNC(=O)CNC(=O)C12CC3CC(CC(C3)C1)C2 | -6 | 0.13 | 1.3 | i | · | -6.7% | 0.2% | -0.21 | 0 | -11 | 5.1 | 1530 | · | 10 | -0.37 | 711 | -0.35 | -15 | 0.4
COc1cc(OC)cc(C(=O)N2CCN(c3ncccn3)CC2)c1 | 18 | -1.8 | 1.8 | i | 1031 | -6.7% | -0.8% | 1.2 | · | 13 | 2.8 | 1183 | 0.77 | 0.3 | 2 | · | -0.14 | 13 | 0.5
Nc1nc(SCC(=O)N2N=C(c3ccc(Cl)cc3)CC2c2ccco2)n[nH]1 (stereo not drawn) | · | 0.066 | · | · | 1341 | · | · | 0.0016 | 2 | · | · | 1274 | 0.23 | · | 0.62 | 741 | -0.3 | · | 0.1
CNC(=O)CCCCC(=O)N/N=C/c1ccc(Cl)cc1Cl | · | 0.075 | · | · | 1034 | · | · | 0.56 | -1 | · | · | 1324 | -0.54 | · | 0.28 | 692 | -0.24 | · | 0.4
Cc1cc(C)c2nc(NNC(=O)c3ccc(S(=O)(=O)N4CCCCC4)cc3)sc2c1 | 4 | -0.22 | 8.3 | i | 827 | 0.3% | -1.9% | 0.76 | -65 | -3 | 6.2 | 414 | -2.3 | 25 | -0.2 | 742 | -0.22 | -2 | 2.2
C[n+]1cnc(-c2ccccc2)cc1-c1ccccc1 | 4 | -0.46 | 3.4 | i | 1338 | -1.6% | 0.8% | 0.0095 | -3 | 9 | 0.5 | · | 1.2 | 11 | 0.28 | 698 | -0.29 | -11 | ·
COc1cccc(C(=O)Nc2cc(C)ccc2NC(=O)COc2ccccc2)c1 | 7 | 0.95 | 1.7 | i | 1462 | -25% | -1.3% | -0.34 | · | 4 | 2.0 | 1356 | -0.17 | 12 | -0.47 | · | -0.22 | 19 | -2.4
O=C1C2C3C=CC(C3)C2C(=O)N1CNc1ccccn1 (stereo not drawn) | -34 | 0.54 | 2.5 | i | 916 | -4.4% | -1.0% | -0.47 | 20 | -4 | 2.5 | 1201 | -1 | 3.9 | -0.68 | 759 | -0.23 | -11 | -1.9
Cc1cc(=O)oc(C)c1C(=O)Nc1cnc2ccccc2c1 | 99* | 0.29 | 2.6 | i | 1153 | -1.9% | 1.3% | 0.17 | · | 11 | 4.9 | 1143 | -0.34 | 7.4 | -0.27 | · | -0.18 | 96* | 0.0
Cc1nc2ccccc2nc1N1CCCC1 | · | 0.28 | · | · | 1121 | · | · | 0.058 | -12 | · | · | 1290 | -0.05 | · | 0.21 | 770 | -0.26 | · | -0.1
Fc1ccc(/C=N/Nc2nc3ccccc3[nH]2)cc1F | 3 | 0.61 | 2.2 | i | 1202 | -9.6% | -1.7% | -0.4 | 8 | 2 | 2.5 | 1076 | -0.94 | 6.1 | -0.8 | 690 | -0.33 | 15 | -0.3
O=c1cc(NCc2ccco2)[nH]c(=O)n1-c1ccc(Br)cc1 | -10 | 0.66 | 2.2 | i | · | -5.2% | 4.4% | 0.96 | 1 | -4 | 2.6 | 1155 | · | 4.1 | 2.1 | 752 | -0.17 | 5 | -3.6
CSC1=NCCN1C(=O)c1ccc(S(=O)(=O)N2CCCC2)cc1 | 9 | 0.5 | 1.4 | i | 1654 | -4.1% | -3.0% | -0.026 | 3 | -8 | 1.8 | 1033 | 0.55 | 6.2 | -0.26 | 587 | -0.16 | -6 | 0.0
CCC(CC)c1nnc(NC(=O)c2cccc(S(=O)(=O)N3CCc4ccccc43)c2)s1 | -4 | -0.048 | 1.3 | i | 1552 | -5.5% | 0.5% | -0.54 | · | -1 | 3.3 | 1222 | -0.47 | 8.1 | 0.99 | · | -0.25 | -32 | 0.2
CC(C)(C)c1ccc2c(c1)C(=O)c1ccccc1C2=O | 31 | 0.37 | 2.5 | i | 1329 | -8.8% | -5.6% | -0.62 | 0 | 4 | 6.0 | 1095 | -0.24 | 7.5 | -1 | 700 | -0.22 | 20 | -1.4
O=C(CSc1nnnn1-c1ccc2c(c1)OCCO2)Nc1nc2c(s1)CCCC2 | 13 | 0.62 | 1.9 | i | 1231 | -1.2% | 0.0% | -0.27 | · | 1 | 1.8 | 1017 | 0.78 | 7.5 | -0.18 | · | -0.21 | -2 | -3.5
O=C(O)C1CC=CCC1C(=O)NCCc1csc(-c2ccccc2)n1 (stereo not drawn) | 3 | 0.86 | 2.9 | i | 1231 | -5.0% | -2.2% | 0.012 | 15 | -44 | 3.9 | 511 | -0.47 | 7.5 | -1.1 | 695 | -0.18 | -10 | 0.0
N/C(=N\OC(=O)Cc1ccccc1)c1ccc(Br)cc1 | 8 | 0.4 | 2.5 | i | 1251 | -4.7% | -2.4% | 0.22 | -3 | -6 | 3.2 | · | 0.08 | 5.7 | 0.19 | 698 | -0.24 | -12 | ·
C/C(=N\NC(=S)NC1CCCCC1)c1ccc(OC(F)F)cc1OC(F)F | 66* | 1 | 1.0 | i | 1419 | -0.4% | 1.2% | 0.3 | 19 | -8 | 0.8 | 955 | -0.61 | 4.9 | 0.066 | 676 | -0.18 | 28* | 2.3
CC/C(CC(C)(C)c1ccccc1)=N\O | 6 | 0.28 | 2.7 | i | 1955 | 0.5% | 0.1% | -0.1 | -14 | 3 | 2.2 | 1072 | 0.34 | 9.1 | 0.13 | 673 | -0.51 | 12 | -1.3
Cc1ccc(COc2coc(CO)cc2=O)cc1 | 9 | 0.77 | 1.3 | i | 1634 | 0.7% | -0.8% | -0.31 | · | 1 | 0.4 | 1293 | -0.41 | 8.4 | -0.86 | · | -0.3 | 7 | 2.3
COc1ccc(-c2nnc(SCc3cccc(C)c3)n2N)cc1 | 3 | 0.54 | 1.4 | i | 1432 | -2.8% | 1.1% | -0.94 | · | -3 | 2.4 | 1372 | -0.71 | 4.8 | -0.18 | · | -0.23 | 5 | -2.0
CCn1c(=O)n(CC)c2cc(S(N)(=O)=O)ccc21 | -2 | 0.037 | 3.2 | i | 872 | -3.8% | 1.3% | 0.63 | · | 6 | 5.2 | · | 0.15 | 7.2 | 0.58 | · | -0.26 | -5 | ·
O=C(C1=C[C@H](c2ccc(Br)cc2)C[C@H](OCCCCO)O1)N1CCN(Cc2ccc3c(c2)OCO3)CC1 | 41 | -0.59 | 1.3 | i | 1454 | -2.7% | -2.7% | 0.22 | -10 | 6 | 2.4 | 1065 | -0.26 | 6.0 | -0.27 | 708 | -0.22 | 10 | -0.1
CCS(=O)(=O)NCC(c1ccco1)N1CCN(c2ccccc2F)CC1 (stereo not drawn) | -10 | -1.4 | 2.4 | i | 1320 | -3.1% | 1.4% | 0.96 | -7 | 7 | 2.3 | 586 | 0.01 | 15 | 2.7 | 621 | -0.25 | -31 | -4.9
CC1N(C)c2cc(NC(=O)c3ccco3)ccc2C1(C)C (stereo not drawn) | 68 | -0.058 | 1.9 | i | 1119 | -33% | -3.2% | 0.32 | · | 1 | 11 | 1007 | -0.12 | 3.3 | 0.36 | · | -0.2 | 75 | -2.4
CCN(CC)S(=O)(=O)c1ccc(C(=O)/C=C/c2ccc(-c3ccc([N+](=O)[O-])cc3)o2)cc1 | · | -0.42 | · | · | 1030 | · | · | -0.076 | -9 | · | · | 1317 | 1.2 | · | -2.2 | 673 | 3.2 | · | 0.9
Cc1cccc(C(=O)c2cnc3ccccc3c2-c2ccccc2)c1 | 62* | 1.2 | 2.3 | i | · | -12% | 0.6% | 0.027 | -14 | 6 | 3.4 | 1100 | · | 5.5 | 0.029 | 698 | -0.29 | 29* | -3.4
O=C(Nc1ccc(C(=O)N2CCOCC2)cc1)c1cccc([N+](=O)[O-])c1 | 1 | 0.52 | 1.6 | i | 1452 | -1.5% | 0.1% | 0.066 | -12 | 7 | 2.3 | 1018 | -0.02 | 6.0 | -0.2 | 645 | -0.26 | -8 | 1.0
CC1CCC2(CC1)Nc1ccccc1C(=O)N2c1ccccc1 (stereo not drawn) | -3 | 0.83 | 1.1 | i | 887 | -4.1% | -0.3% | -0.38 | 7 | -10 | 0.8 | · | -0.37 | 5.0 | -0.31 | 707 | -0.2 | 4 | ·
CCOc1cc(/C=C/c2ccc3cccc([N+](=O)[O-])c3n2)ccc1O | 26 | -3.5 | 1.1 | i | 1378 | 0.9% | 9.9% | 2.2 | -6 | -3 | 2.4 | 888 | -0.76 | 1.0 | 1.8 | 343 | 0.3 | -5 | 0.2
